MEX-5 binding: MEX-5 zinc finger RNA-binding disruptors – biochemical, C. elegans, fluorescence polarization, MLPCN library, primary screen | MEX-5/FITC-TCR2 RNA binding; active compounds read low | activity score (negative = inhibition of binding), % at 10 µM | 0.38% of 300,000 active | AID 1832, 2009;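 active = inhibition past about -25% in most replicates, and total fluorescence under double the plate's negative control median, limit read from the data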;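 note: 0% = DMSO and -100% = 5 µM competing unlabeled TCR2 RNA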
Target sequence (Q9XUB2 whole entry, looked up): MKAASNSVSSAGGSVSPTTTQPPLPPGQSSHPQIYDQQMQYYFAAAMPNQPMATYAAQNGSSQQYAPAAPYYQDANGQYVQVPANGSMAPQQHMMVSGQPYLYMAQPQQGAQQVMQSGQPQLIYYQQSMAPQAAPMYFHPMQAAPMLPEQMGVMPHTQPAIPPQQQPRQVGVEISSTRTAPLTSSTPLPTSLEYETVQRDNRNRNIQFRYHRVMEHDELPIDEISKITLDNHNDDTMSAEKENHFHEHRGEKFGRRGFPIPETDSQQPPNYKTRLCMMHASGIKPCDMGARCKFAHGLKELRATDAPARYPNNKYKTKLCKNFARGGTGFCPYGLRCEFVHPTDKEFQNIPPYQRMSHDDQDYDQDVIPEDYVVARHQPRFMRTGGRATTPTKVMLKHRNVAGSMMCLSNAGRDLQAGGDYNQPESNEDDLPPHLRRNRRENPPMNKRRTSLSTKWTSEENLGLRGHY
* marks the source's active call; other numbers are inactive results. These rows are one share of the data; count on the stated rates, not on these rows.

canonical_smiles	MEX-5 binding
CC(=O)Nc1ccc(-c2csc(Nc3cccc(C)n3)n2)cc1	-3.5
CN(C)S(=O)(=O)c1ccc2c(c1)nc(CCC(=O)O)n2C	-1.1
CC1=NC(=O)C(N=Nc2ccccc2C(=O)O)N1c1ccccc1 (stereo not given)	-0.6
CCNC(=O)N(C)c1nncnc1C(=O)NC	-0.7
O=C(NCc1ccccc1)N(Cc1cc2cc3c(cc2[nH]c1=O)OCCO3)CC1CCCO1 (stereo not given)	-1.0
Nc1nc(-c2cccnc2)nn1C(=O)c1ccco1	0.3
Oc1ccccc1N=Cc1c(O)ccc2ccccc12	-1.4
COc1ccc(NC(C)c2ccccc2)cc1 (stereo not given)	0.8
O=C(Nc1cccc(-c2nc3cccnc3s2)c1)C1c2ccccc2Oc2ccccc21	1.2
Cc1ccc(NC(=S)NC(=O)c2sc3ccccc3c2Cl)c(C(=O)O)c1	-3.6
O=C(CSc1nnc(-c2cccc(F)c2)o1)NC1CCCC1	2.0
COCCCNC(=O)C(C#N)c1nc2ccccc2nc1N1CCN(Cc2ccccc2)CC1 (stereo not given)	-9.3
COc1cc(/C=N/Nc2nc(C)nc3c2cnn3-c2ccccc2)ccc1O	-2.7
CCCn1c(=O)c2c(C(=O)OCC)cc(-c3ccco3)nc2n(CCC)c1=O	-1.2
COC(=O)C1=CN(C)C=C(C(=O)OC)C1c1ccsc1	-0.3
O=C(c1ccc(Cl)cc1)N1CCN(c2ccnc3cc(Cl)ccc23)CC1	-0.2
O=C(c1ccc(Cl)cc1)C1C2C(=O)N(c3ccccc3)C(=O)C2C2CCCN21 (stereo not given)	-29*
Cc1ccc(NC2CCCN(C(=O)CCC(=O)c3ccccc3)C2)cc1C (stereo not given)	2.2
O=c1c2cn(Cc3ccc(F)cc3)c3ccccc3c-2nn1Cc1ccc(F)cc1	3.2
NCCc1c(-c2ccccc2)n(-c2ccccc2)c2ccccc12	1.3
CCCC(=O)c1ccc(O)cc1O	-4.0
Nc1cc(Cl)nnc1Cl	3.3
Cc1ccc(NN2C(=O)C=C(c3ccccc3)C2=O)cc1	-1.7
Cc1ccc2sc(-c3ccc(NC(=O)/C=C\C(=O)O)cc3)nc2c1	-0.9
O=C(Nc1ccc(N2CCOCC2)c(Cl)c1)c1ccc([N+](=O)[O-])o1	-1.0
CCOC(=O)c1c(C)[nH]c(C2=NNC(=Nc3ccccc3)SC2)c1C	1.8
CCn1cc(C(=O)NCCc2ccc(Cl)cc2)c(=O)c2ccc(C)nc21	-1.8
O=C(Nc1ccc2nc(-c3ccco3)c(-c3ccco3)nc2c1)NC1CC1	-0.5
NC(=O)c1nsc(C(=O)N(Cc2ccc(F)cc2)C(C(=O)NCC2CCCO2)c2ccc(O)cc2)c1N (stereo not given)	-2.2
COc1cc(/C=C2/C(=O)N(c3ccc(Br)cc3)N=C2C)cc(OC)c1OC	-0.7
COc1ccc(S(=O)(=O)N2CCN(S(=O)(=O)c3ccc4c(c3)OCCO4)CC2)cc1C	-0.4
C/C(=N/Nc1nc(-c2ccccc2)c(CC(=O)O)s1)c1ccccc1	-0.3
Cc1ccc2c(c1)C1CN(C)CCC1N2C(=O)Nc1ccc(Cl)cc1 (stereo not given)	-1.9
NC(=O)c1ccccc1N/C=C/C(=O)c1ccc(Cl)cc1Cl	-3.3
NC(=O)COc1ccc2oc(-c3ccccc3)cc(=O)c2c1	1.7
COc1ccc(C(C)N2CC34C=CC(O3)C(C(=O)OCC(C)C)C4C2=O)cc1 (stereo not given)	1.4
CCOCCCN(C(=O)Cn1nnc2ccccc21)C(C(=O)NCc1ccco1)c1ccncc1 (stereo not given)	-2.6
COc1ccc(Cn2nnnc2C(c2ccccc2)N2CCN(C3CCCC3)CC2)cc1 (stereo not given)	-1.7
Cc1ccc(NC(=O)C2CC(O)CN2C(=O)OCc2ccccc2)cc1C (stereo not given)	-1.7
Cc1ccc(NC(=O)Cn2cnc3sc(C(=O)NCCN(C)C)c(C)c3c2=O)cc1Cl	-1.4
Cc1n[nH]c(=S)c2nn(-c3ccccc3)c(C)c12	-9.3
COc1ccc(C2=NN(C(=O)CCC(=O)O)C(c3ccccc3)C2)cc1 (stereo not given)	2.1
COc1ccc(S(=O)(=O)N2CCOC23CCN(S(=O)(=O)c2ccc(F)cc2C)CC3)cc1	-1.9
COC(C[C@H]1O[C@H]1[C@H](O)COCc1ccccc1)OC	0.7
N=C(N)SCc1cn(-c2ccccc2)nc1-c1ccc(Br)cc1	2.7
CCc1ccccc1NC(=O)CSc1nc2ccccc2n1CC(=O)N(C)C	-0.7
COc1ccc(CCN(C(=O)c2snc(C(N)=O)c2N)C(C(=O)NCC2CCCO2)c2ccc(F)cc2)cc1OC (stereo not given)	0.0
Cc1cccc(NC(=O)CSc2nnc(-c3ccccc3C)o2)c1	2.1
Cn1c(=O)c2c(ncn2CCCNC2=CC(C)(C)CC(=O)C2)n(C)c1=O	2.5
C#CCn1cc(C=C2C(=O)c3ccccc3C2=O)c2ccccc21	-2.2
CCCCSc1nnc2c(n1)OC(C(=O)c1ccccc1)Nc1ccccc1-2 (stereo not given)	1.8
Cc1cc(C)n(Cc2ccc(Cl)c(Cl)c2)c(=O)c1S(=O)(=O)c1ccccc1	2.5
O=C(CN(C(=O)c1csnn1)c1ccccc1Cl)NC1CCCCC1	1.4
Cc1cc(C)nc(N2CCN(c3nc(C)cc(C)n3)CC2)n1	3.1
Cc1ccc(-n2c(SCC(=O)NCc3ccco3)nc3nc4c(cc3c2=O)COC(C)(C)C4)cc1	-0.1
COc1ccc(Br)cc1/C=N/n1c(C)nc2ccccc2c1=O	-1.6
CCc1nn2c(=O)cc(N3CCN(c4cc(C)nc5ccccc45)CC3)nc2s1	-0.5
CC1OC(O[C@H]2CC[C@]3(C)C4C=C[C@]56OC[C@@]7(CC[C@@H](C)[C@H](C)C75)[C@H](O)C[C@@]6(C)[C@]4(C)CC[C@H]3C2(C)C)C(OC2OC(CO)C(O)C(O)C2OC2OCC(O)C(O)C2O)C(O)C1O (stereo not given in full)	-0.6
COc1ccc(NC(=O)c2ccccc2Cl)c(NC(=O)c2ccco2)c1	0.6
Cc1ccc2nc(NC(=O)CSc3ncnc4c3oc3ccccc34)sc2c1	0.4

New compounds follow
canonical_smiles	MEX-5 binding
COc1cccc(/C=N/NC(=O)c2cc3c(OC)c(OC)ccc3[nH]2)c1OC	1.8
CSc1nsc2nc(=O)c(/C=C3\C(C)=Nc4ccccc43)c(N)n12	-2.0
O=C(COc1ccccc1Cl)Nc1cc(Cl)ccc1O	4.4
CCOC(=O)c1ccc(S(=O)(=O)Nc2ccccc2-c2nnn(CC)n2)cc1	-1.1
Cc1cc([N+](=O)[O-])c2[nH]c(C(=O)N/N=C/c3ccccc3C(=O)O)c(-c3ccccc3)c2c1	-1.2
O=C(Nc1nncs1)c1ccc(F)c(S(=O)(=O)N2CCCCC2)c1	-0.5
CCn1c([N+](=O)[O-])nc2c1c(=O)[nH]c(=O)n2C	-0.6
Cc1cc(=O)oc2cc(OCc3ccc(C(=O)N4CCN(c5ccc([N+](=O)[O-])cc5)CC4)cc3)ccc12	-1.8
O=C(O)CC1NC(=O)N(c2ccccc2)C1=O (stereo not given)	0.5
COc1cc(OC)cc(C(=O)NC2CC3CCC(C2)N3Cc2ccco2)c1 (stereo not given)	0.1
CCCC(=O)n1nc(-c2cccnc2)nc1NCc1ccccc1	-1.4
CS(=O)(=O)NCC(c1cccnc1)N1CCN(c2ccc(F)cc2)CC1 (stereo not given)	3.2
O=C(Nc1ccccc1N1CCOCC1)c1ccc2nc[nH]c2c1	2.0
Cc1cccc(CNC(=O)C2CCC(=O)N(CCc3cccc(F)c3)C2)n1 (stereo not given)	1.6
Cc1cc(N2CCN(C(=O)c3ccco3)CC2)n2nc(C)c(-c3ccccc3)c2n1	0.0
Nc1nc(CCl)nc(Nc2ccc3ccccc3c2)n1	-3.1
CC(/C=N/NC(=O)c1ccccn1)=C\c1ccco1	-15
COc1ccc(CNC(=O)CN2CCC(NC(=O)c3ccc(OC)cc3)CC2)cc1	-0.4
Cc1oc2c(C)c3oc(=O)c4c(c3cc2c1C)CCC4	0.2
CCC(=O)Nc1ccc(N2CCN(C(=O)c3ccco3)CC2)c(Cl)c1	-0.2
CC(C)(C)c1ccc(-n2nc(C#N)c(Cl)cc2=O)cc1	-0.3
CC1=NN(c2ccccc2)C(=O)/C1=C/C=C/c1ccc(N(C)C)cc1	-1.8
Cc1ccc(/C=[N+](\[O-])c2ccc(N(C)C)cc2)c2nsnc12	3.0
Cc1cc(=O)oc2cc(OCC(=O)N3CCOCC3)ccc12	-0.9
Clc1ccccc1-c1nnc2sc(-c3ccccn3)nn12	1.3
COc1ccc(OC)c(CNc2ncc(-c3ccc(F)cc3)n2C)c1	0.4
CCc1nnc2c(NCCc3ccc(OC)c(OC)c3)nc3ccccc3n12	0.4
O=C(NC1CCCCC1)C(c1ccccc1)N(Cc1ccco1)C(=O)Cn1cnc2ccccc21 (stereo not given)	3.1
CC(C)(C)c1ccc(-n2ncc3c2CCCC3NC(=O)CCCn2cncn2)cc1 (stereo not given)	1.6
CSCC(C)N1CCC(n2nccc2NC(=O)CCc2ccccc2)CC1 (stereo not given)	-19
N#C/C(=C\c1ccc(O)c([N+](=O)[O-])c1)c1nc2ccccc2s1	-5.3
O=C(c1c[nH]c2ccc(S(=O)(=O)N3CCOCC3)cc2c1=O)N1CCN(c2ccccn2)CC1	-0.3
O=S(=O)(NCCc1ccccc1)c1cnc(Cl)c(Br)c1	1.5
Cc1cc(C)c(C)c(S(=O)(=O)Nc2ccccc2C(=O)NCCCn2ccnc2)c1C	1.0
COc1cc(C2C3C(=O)N(Cc4ccccc4)C(=O)C3ON2c2ccccc2)cc(OC)c1OC (stereo not given)	1.6
Cc1ccc(CNCC(O)(c2ccccc2)c2ccc(Cl)cc2)cc1 (stereo not given)	1.8
CCc1ccc(OCc2cccc(C(=O)N/N=C\c3cnn(C)c3C)c2)cc1	-2.8
CCn1cc([N+](=O)[O-])c(C(=O)N2CCCC2)n1	0.1
COc1ccc(NC(=O)N(C2CCCCC2)C2CCN(C(C)C)CC2)c(OC)c1	-3.9
Cc1ccc(SC[C@H](c2ccccc2)N2CCN(CC(C)C)CCC2=O)cc1	-2.3

The final five compounds of the section before come first, to join the parts.
canonical_smiles	MEX-5 binding
Cc1ccc(CNCC(O)(c2ccccc2)c2ccc(Cl)cc2)cc1 (stereo not given)	1.8
CCc1ccc(OCc2cccc(C(=O)N/N=C\c3cnn(C)c3C)c2)cc1	-2.8
CCn1cc([N+](=O)[O-])c(C(=O)N2CCCC2)n1	0.1
COc1ccc(NC(=O)N(C2CCCCC2)C2CCN(C(C)C)CC2)c(OC)c1	-3.9
Cc1ccc(SC[C@H](c2ccccc2)N2CCN(CC(C)C)CCC2=O)cc1	-2.3
O=c1[nH]c(=S)[nH]cc1Oc1ccc(Cl)cc1Cl	-4.1
CCN(CC)C(=O)CSc1nc2c(sc(=S)n2-c2ccccc2)c(=O)n1-c1ccccc1OC	-2.8
CC(=O)c1ccc(NC(=O)CC2S/C(=N/N=C3CCCCCC3)NC2=O)cc1 (stereo not given)	-1.1
COc1ccccc1-n1c(SC)nc2c(sc(=S)n2-c2ccccc2)c1=O	0.7
CCOC(=O)c1c(-c2ccc(C)cc2)csc1NC(=O)/C(C#N)=C/c1ccc(O)c(OC)c1	-18
COC(C[C@@H](O)C[C@H](O)COCc1ccccc1)OC	2.4
CCCN1C(=O)/C(=C/c2ccc3c(c2)OCO3)NC1=S	-1.5
CCOC(=O)N1CCN(C(=O)c2ccc(CSc3ccc(Cl)cc3)cc2)CC1	0.8
O=C(Nc1ccc(Cl)c(Cl)c1)c1ccc(Cn2cc(Cl)cn2)cc1	0.5
CCOC(=O)c1ccc(CC(=O)c2ccc(O)c(O)c2O)o1	-27*
COC(=O)c1sc2nc(-c3ccccc3)nc(N3CCN(C)CC3)c2c1C	-0.1
Cc1nnc(SCCOC(N)=O)n1C	0.2
CCOC(=O)c1nc(Nc2ccc(Nc3ccccc3)cc2)c2ccccc2n1	-1.5
CC(=O)Nc1cccc(Cn2cccn2)c1	1.1
COc1ccccc1NC(=O)N(Cc1ccco1)Cc1cc2c(C)ccc(C)c2[nH]c1=O	-0.5
Cn1cc([N+](=O)[O-])c(C(=O)NC2CCCC2)n1	0.8
CC(C)N(Cc1nccn1C)C(=O)c1ccc2oc(Cc3ccccc3)nc2c1	3.4
CCN1C(=O)/C(=C\c2cn(-c3ccccc3)nc2-c2cccnc2)SC1=S	-8.9
COc1ccc(CN2CCNC(=O)C2CC(=O)NCC2CCOCC2)cc1C (stereo not given)	-2.3
COc1cc([N+](=O)[O-])cc(/C=N/NC(=O)c2ccc(NC(=O)c3ccc(C)cc3)cc2)c1O	-1.2

In the list so far, two have a tert-butyl group:
canonical_smiles	MEX-5 binding
CC(C)(C)c1ccc(-n2nc(C#N)c(Cl)cc2=O)cc1	-0.3
CC(C)(C)c1ccc(-n2ncc3c2CCCC3NC(=O)CCCn2cncn2)cc1 (stereo not given)	1.6

Remaining list, next part
canonical_smiles	MEX-5 binding
Cc1ccc(S(=O)(=O)N2C(=O)[C@@H]3Cc4ccccc4CN3C2=O)cc1	-1.1
CCC(=O)N1CCc2cc(S(=O)(=O)N(C)c3ccc(Br)cc3)ccc21	-3.3
Cc1ccc(NC(=O)N(Cc2ccco2)Cc2cc3cc(C)cc(C)c3nc2Cl)cc1	4.4
COc1ccc(CN2C(=O)c3ccccc3C2C(=O)NC2CCCC(C)C2C)c(OC)c1 (stereo not given)	-0.8

Screening data from PubChem BioAssay.
